T cruzi growth: T. cruzi intracellular proliferation inhibitors, primary screen, cell-based, beta-gal Tulahuen parasites, NIH3T3 host, luminescence | hit rate 5.9% among 77,000 | T. cruzi beta-gal in NIH3T3, GalScreen luminescence, 90 h | inhibition, % at 8.34 µM | AID 624255, 2012;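 active = mean inhibition above about 93%, with at least 55% of replicates each passing it, limit read from the data, passing the limit was not always enough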
KDM4C inh: inhibitors of GASC-1 (KDM4C) histone demethylase, primary screen, biochemical, single concentration HTS; hit rate 0.15% among 96,000; AID 720574, 2013; inhibition, % at 12.5 µM; GST-KDM4C 2-372, H3K9me3 peptide, LANCE TR-FRET;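 active = mean replicate inhibition above about 25%, with at least 55% of replicates also reaching it, limit read from the data, passing the limit was not always enough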
Target sequence (Q9H3R0 2-372 limits assumed): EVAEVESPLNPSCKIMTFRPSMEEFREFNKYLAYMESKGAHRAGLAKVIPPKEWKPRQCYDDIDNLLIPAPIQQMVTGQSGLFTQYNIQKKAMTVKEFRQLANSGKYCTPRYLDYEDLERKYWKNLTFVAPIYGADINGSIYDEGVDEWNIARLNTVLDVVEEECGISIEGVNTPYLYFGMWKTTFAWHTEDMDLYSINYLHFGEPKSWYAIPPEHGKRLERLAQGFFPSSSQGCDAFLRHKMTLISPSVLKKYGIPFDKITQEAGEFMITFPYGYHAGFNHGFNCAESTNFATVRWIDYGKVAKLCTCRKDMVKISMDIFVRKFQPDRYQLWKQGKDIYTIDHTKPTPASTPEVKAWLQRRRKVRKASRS
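Test system – GST-tagged GASC-1 (JMJD2C) catalytic fragment, aa 2-372 · Medium – HEPES buffer, pH 7.5, plus ascorbate · Reagent – H3K9me3 peptide with Fe(II)/2OG · Compound – one test concentration per compound · Timing – 30 min reaction, 60 min detection, RT · Technique – TR-FRET with Eu antibody and ULight streptavidin, EDTA stop · Read-out basis – inhibition from TR-FRET ratio decrease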
C diff HTS: C. difficile growth inhibitors, primary screen, HTS | AID 1259249, 2017 | growth activity, negative = inhibition, % at 16 µg/mL (by protocol) | hit rate 0.25% among 86,000 | Clostridium difficile clinical isolate growth, OD600, 24 h; hits give low values;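 active = mean growth activity at or below -80% and every replicate also at or below -80%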;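 also: 0% = DMSO wells and -100% = levofloxacin 16 µg/mL wells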
Pf Dd2 inh: P. falciparum Dd2 growth inhibitors, primary screen, SYBR Green fluorescence, single dose replicates. 72 h; hits give low values. activity change, % at 10 µM. hit rate 2.3% among 94,000. AID 1159554, 2015; in the data active = activity change below about -80%
An asterisk follows results filed as active; / = not tested or not shown; & = joins results of further samples.

smiles,T cruzi growth,KDM4C inh,C diff HTS,Pf Dd2 inh
C[C@@H]1CN([C@@H](C)CO)C(=O)c2cc(NC(=O)Nc3ccc(C(F)(F)F)cc3)ccc2O[C@@H]1CN(C)S(=O)(=O)c1cn(C)cn1,3,-2.0,/,-4
C[C@H]1CN([C@@H](C)CO)C(=O)Cc2cc(NC(=O)Nc3ccc(C(F)(F)F)cc3)ccc2O[C@H]1CN(C)CC1CC1,50,/,5,-73
C[C@@H]1CN([C@@H](C)CO)C(=O)Cc2cc(NC(=O)Nc3ccc(F)cc3)ccc2O[C@H]1CN(C)C(=O)NC1CCCCC1,9,0.1,1,-16
COCC(=O)N1[C@H](CO)[C@H](c2ccccc2)[C@@H]1CNC(=O)c1ccccn1,22,1.7,-3,-29
CO[C@@H](CN(C)S(=O)(=O)c1ccccc1)[C@H](C)CN(Cc1ccccc1Cl)[C@H](C)CO,48,1.1,/,-23
Cc1noc(C)c1NC(=O)N(C)C[C@H]1Oc2ccc(NC(=O)CCC(F)(F)F)cc2C(=O)N([C@H](C)CO)C[C@@H]1C,18,-0.9,0,6
C[C@@H]1CN([C@@H](C)CO)C(=O)c2cccc(NS(=O)(=O)c3ccc(Cl)cc3)c2O[C@H]1CN(C)Cc1ccc(C(F)(F)F)cc1,39,-0.4,14,-38
C[C@@H]1CN([C@H](C)CO)C(=O)c2cc(NC(=O)c3ccncc3)ccc2O[C@H]1CN(C)C(=O)Nc1ccccc1,/,2.4,2,-2

Given with values under each structure: part of the list above.
The line under a structure holds: T cruzi growth | KDM4C inh | C diff HTS | Pf Dd2 inh
> COCC(=O)N1[C@H](CO)[C@H](c2ccccc2)[C@@H]1CNC(=O)c1ccccn1
 : 22 | 1.7 | -3 | -29
> C[C@@H]1CN([C@@H](C)CO)C(=O)c2cc(NC(=O)Nc3ccc(C(F)(F)F)cc3)ccc2O[C@@H]1CN(C)S(=O)(=O)c1cn(C)cn1
 : 3 | -2.0 | / | -4

(next part)
smiles,T cruzi growth,KDM4C inh,C diff HTS,Pf Dd2 inh
CNC[C@H]1OCCCC[C@@H](C)Oc2ccc(NC(=O)Nc3ccc(F)cc3)cc2C(=O)N([C@H](C)CO)C[C@H]1C,64,/,1,-2
COc1ccc(-c2ccc(C3[C@@H]4CN(C(=O)Nc5cccc(F)c5)C[C@H]3N4)cc2)cc1 (some centres undefined),/,-0.7,-18&65,-72&-22
O=C(c1ccccc1)N1CC(=O)N2[C@H](CO)[C@H](c3ccc(C#CC4CC4)cc3)[C@H]2C1,/,-0.4,4,-21
CC(C)NC(=O)Nc1ccc2c(c1)C(=O)N([C@@H](C)CO)C[C@H](C)[C@@H](CN(C)S(C)(=O)=O)OCCCC[C@H](C)O2,-44,1.7,/,12
CCCNC(=O)[C@H]1[C@H](CO)[C@H]2Cn3c(ccc(-c4ccccc4F)c3=O)[C@@H]1N2CCC,7,-1.3,-1,11
CCC(=O)Nc1ccc2c(c1)OC[C@@H](C)N(CC1CCCCC1)C[C@H](C)[C@H](OC)CN(C)C2=O,-7,1.0,3,-67
C[C@H](CO)N1C[C@H](C)[C@@H](CN(C)Cc2ccc(Oc3ccccc3)cc2)Oc2ccc(NC(=O)NC3CCCCC3)cc2CC1=O,42,-1.5,51,-35
Cc1ccc(S(=O)(=O)Nc2ccc3c(c2)C(=O)N([C@@H](C)CO)C[C@H](C)[C@@H](CN(C)C(=O)C2CCCCC2)OCCCC[C@@H](C)O3)cc1,80,-1.3,1,-63
C[C@H]1CN([C@@H](C)CO)C(=O)Cc2cc(NC(=O)Nc3cccc4ccccc34)ccc2O[C@H]1CN(C)Cc1ccc(Cl)c(Cl)c1,58,-0.7,6,-5
C[C@@H]1CN([C@@H](C)CO)C(=O)c2cc(NS(C)(=O)=O)ccc2O[C@@H](C)CCCCO[C@H]1CN(C)C(=O)Nc1ccc(F)cc1,84,0.4,3,2
C[C@@H]1CCCCO[C@H](CN(C)S(=O)(=O)c2cn(C)cn2)[C@@H](C)CN([C@H](C)CO)C(=O)c2cc(NS(=O)(=O)c3ccc(Cl)cc3)ccc2O1,-11,-1.6,1,18
CCCN1[C@H](CO)[C@H](c2ccc(-c3ccccc3F)cc2)[C@@H]1CNC(=O)C1CCC1,/,/,1,14
C[C@@H]1CN([C@@H](C)CO)C(=O)c2cc(NS(=O)(=O)c3ccccc3)ccc2O[C@@H]1CN(C)Cc1ccccc1,29,1.7,-2,8
COCC#Cc1ccc([C@@H]2[C@H](CO)N3C(=O)CN(C(=O)C4CCCC4)C[C@@H]23)cc1,/,0.6,3,-39
O=C(NC[C@@H]1CC[C@H]2[C@H](CN2C(=O)Cc2ccncc2)O1)C1CCOCC1,/,/,-5,36
COc1ccc(S(=O)(=O)N(C)C[C@H]2Oc3ccc(NC(=O)C4CC4)cc3C(=O)N([C@@H](C)CO)C[C@H]2C)cc1,-9,0.4,-2,3

Not a retest: an excerpt of the list.
smiles,T cruzi growth,KDM4C inh,C diff HTS,Pf Dd2 inh
C[C@@H]1CN([C@@H](C)CO)C(=O)c2cc(NC(=O)Nc3ccc(C(F)(F)F)cc3)ccc2O[C@@H]1CN(C)S(=O)(=O)c1cn(C)cn1,3,-2.0,/,-4
C[C@H]1CN([C@@H](C)CO)C(=O)Cc2cc(NC(=O)Nc3ccc(C(F)(F)F)cc3)ccc2O[C@H]1CN(C)CC1CC1,50,/,5,-73
C[C@@H]1CN([C@@H](C)CO)C(=O)Cc2cc(NC(=O)Nc3ccc(F)cc3)ccc2O[C@H]1CN(C)C(=O)NC1CCCCC1,9,0.1,1,-16

Continuation.
smiles,T cruzi growth,KDM4C inh,C diff HTS,Pf Dd2 inh
CN1c2ccc(-c3cccc(F)c3)cc2[C@@H]2[C@@H](CCN2C(=O)c2cccc(F)c2)[C@@H]1CO,/,1.2,8,-47
Cc1noc(C)c1NC(=O)Nc1ccc2c(c1)CC(=O)N([C@@H](C)CO)C[C@@H](C)[C@@H](CN(C)S(=O)(=O)c1ccc(Cl)cc1)O2,6,0.8,4,0
CO[C@@H]1CN(C)C(=O)c2ccc(NC(=O)C3CCCC3)cc2OC[C@@H](C)N(S(=O)(=O)c2ccc(Cl)cc2)C[C@H]1C,50,/,13,-76
CO[C@H]1CN(C)C(=O)c2cc(NC(C)=O)ccc2OC[C@@H](C)N(C(=O)c2ccc(F)cc2)C[C@H]1C,25,0.7,/,0
CS(=O)(=O)Nc1ccc2c(c1)[C@@H]1C[C@@H](CC(=O)N3CCc4ccccc4C3)O[C@H](CO)[C@@H]1O2,/,5.4,-7,12
C[C@H](CO)N1C[C@H](C)[C@@H](CN(C)C(=O)Cc2cccnc2)Oc2ncc(C#Cc3ccccc3F)cc2C1=O,/,-1.5,-3,-7
CCCNC(=O)N1CC2(CN(C(=O)C3CCOCC3)C2)c2c([nH]c3cc(OC)ccc23)[C@@H]1CO,/,-0.7,-2,54
CO[C@H]1CN(C)C(=O)c2cc(NC(=O)C3CC3)ccc2OC[C@@H](C)N(C(=O)c2ccncc2)C[C@@H]1C,-15,3.3,/,-10

(more compounds)
molecule,T cruzi growth,KDM4C inh,C diff HTS,Pf Dd2 inh
C[C@@H]1CN([C@H](C)CO)C(=O)c2cccc(NC(=O)C3CC3)c2O[C@H]1CN(C)C,-7,-0.2,4,37
C[C@H](CO)N1C[C@H](C)[C@H](CN(C)Cc2ccccc2)Oc2ccc(NC(=O)Cn3cnnn3)cc2CC1=O,7,8.1,-1,10
C[C@@H]1CN([C@H](C)CO)C(=O)c2cccc(NC(=O)C3CC3)c2O[C@H]1CN(C)C(=O)NC1CCCCC1,48,2.8,0,-7
O=C(C[C@@H]1C=C[C@@H](NC(=O)c2ccc3c(c2)OCO3)[C@H](CO)O1)NCc1ccc(Oc2ccccc2)cc1,62,-1.5,5,-13
C[C@@H]1CN([C@H](C)CO)C(=O)c2cccc(NC(=O)c3ccc(-c4nccs4)cc3)c2O[C@@H]1CN(C)Cc1ccncc1,/,-1.5,16&-5,-13
CC(=O)N(C)C[C@H]1Oc2cc(-c3ccc(F)cc3)ccc2S(=O)(=O)N([C@@H](C)CO)C[C@@H]1C,8,-1.4,-1,-7
O=C([C@@H]1[C@@H](CO)[C@@H]2Cn3c(cccc3=O)[C@@H]2N1CC1CC1)N1CCc2ccccc2C1,12,1.1,-3,3
CN1CCN(C(=O)C[C@@H]2C[C@H]3c4cc(NC(=O)Nc5ccc(F)cc5)ccc4O[C@H]3[C@@H](CO)O2)CC1,-49,-2.5,-1,4
C[C@H](CO)N1C[C@H](C)[C@H](CN(C)S(=O)(=O)c2ccc(F)cc2)Oc2ccc(NS(=O)(=O)c3ccccc3)cc2CC1=O,-6,0.4,-9,-11
CCC(=O)N(C)C[C@H]1Oc2ncc(C#Cc3ccccc3OC)cc2C(=O)N([C@@H](C)CO)C[C@H]1C,72,-2.9,1,-19
Cc1noc(C)c1NC(=O)Nc1ccc2c(c1)C(=O)N([C@H](C)CO)C[C@H](C)[C@@H](CN(C)C(=O)Nc1cccc3ccccc13)O2,-94,0.6,/,19
Cc1ccc(S(=O)(=O)Nc2ccc3c(c2)CC(=O)N([C@@H](C)CO)C[C@H](C)[C@H](CN(C)C(=O)Nc2ccc(F)cc2)O3)cc1,10,1.8,-5,10
COc1cccc(S(=O)(=O)N(C)C[C@@H]2OCc3cnnn3CCCC(=O)N([C@H](C)CO)C[C@@H]2C)c1,10,/,-3,12
CO[C@@H]1CN(C)C(=O)c2ccc(NC(=O)c3cnccn3)cc2OC[C@H](C)N(C(=O)C2CC2)C[C@@H]1C,-29,1.3,/,0
C[C@@H]1CN([C@H](C)CO)C(=O)c2cc(NC(=O)NC3CCCCC3)ccc2O[C@@H](C)CCCCO[C@@H]1CN(C)Cc1ccc(C(=O)O)cc1,-32,-1.8,-2,-16
CC(C)CC#Cc1ccc2c(c1)O[C@@H](CN(C)C(=O)Cc1cccnc1)[C@H](C)CN([C@@H](C)CO)S2(=O)=O,/,-1.8,-1,-15
COc1ccc(-c2cnc3c(c2)C(=O)N([C@@H](C)CO)C[C@H](C)[C@@H](CN(C)C(=O)C2CCOCC2)O3)cc1,12,-1.8,2,-9
COc1ccc(CNC(=O)C[C@@H]2C[C@@H]3c4cc(NC(=O)CN(C)C)ccc4O[C@@H]3[C@@H](CO)O2)cc1,34,0.7,1,13
CCNC(=O)C[C@H]1CC[C@@H]2[C@H](COC[C@H](O)CN2Cc2ccccc2F)O1,54,2.1,/,0
COc1ccc2c3c([nH]c2c1)[C@@H](CO)N(S(=O)(=O)c1cn(C)cn1)CC31CCN(Cc2ccccc2Cl)CC1,/,0.4,11,6
O=C(c1ccccn1)N1CC[C@@H]2[C@@H](CO)Nc3ccc(-c4ccccc4F)cc3[C@@H]21,83,-0.8,-7,0
O=C(N[C@@H]1CC[C@@H](CCn2cc(C3(O)CCCC3)nn2)O[C@@H]1CO)C1CCOCC1,52,4.9,/,-14
C[C@@H]1CN([C@H](C)CO)C(=O)Cc2cc(NC(=O)Nc3cccc4ccccc34)ccc2O[C@@H]1CN(C)Cc1ccc2c(c1)OCO2,103*,-1.5,0,11
C[C@@H]1CN([C@H](C)CO)C(=O)c2cc(NC(=O)C3CC3)ccc2O[C@H]1CN(C)S(=O)(=O)c1ccc(Cl)cc1,60,-0.9,3,-53
CN(C)CC(=O)N1[C@H](C#N)[C@H](c2ccc(-c3ccccc3F)cc2)[C@H]1CO,42,0.3,3,33
C[C@H](CO)N1C[C@H](C)[C@@H](CN(C)Cc2ccc(C(F)(F)F)cc2)Oc2ccc(NC(=O)c3ccncc3)cc2C1=O,33,-1.6,-10,8
COc1ccc(NC(=O)N(C)C[C@H]2Oc3c(NC(=O)c4nc5ccccc5s4)cccc3C(=O)N([C@H](C)CO)C[C@@H]2C)cc1,-11,9.2,0,-37
O=C(C[C@@H]1CC[C@@H](NC(=O)C2CCC2)[C@H](CO)O1)NCCCN1CCOCC1,/,6.1,-1,24
Cc1noc(C)c1NC(=O)N(C)C[C@H]1Oc2c(NS(=O)(=O)c3ccccc3)cccc2C(=O)N([C@@H](C)CO)C[C@H]1C,8,-2.3,3,-29
CO[C@@H]1CN(C)C(=O)c2cc(NS(=O)(=O)Cc3ccccc3)ccc2OC[C@@H](C)NC[C@H]1C,-2,0.6,/,-22
COc1ccc(NC(=O)Nc2ccc3c(c2)C(=O)N([C@@H](C)CO)C[C@H](C)[C@@H](CN(C)S(=O)(=O)c2ccc(Cl)cc2)O3)cc1,-76,0.6,-7,4
C[C@H](CO)N1C[C@H](C)[C@@H](CN(C)Cc2ccc(Oc3ccccc3)cc2)Oc2c(NC(=O)c3cnccn3)cccc2C1=O,17,1.3,13,-43
O=C(Nc1ccc(F)cc1)N1CCCCN2[C@H](C1)[C@@H](c1ccc(-c3ccncc3)cc1)[C@@H]2CO,67,-0.8,-4,-2
N#Cc1cccc(-c2ccc(C3[C@H]4CNC[C@@H]3N4Cc3ccc(F)cc3)cc2)c1 (some centres undefined),/,0.8&-1.6,-2&49,-60&-46
